Screens (PubChem)
P. falciparum M1AAP – P. falciparum M1AAP inhibitors, biochemical, fluorogenic H-Leu-NHMec substrate, 1536-well (AID 1445); one-dose inhibition, % at 30 µM; IC50 in µM for titrated hits; 220,000 compounds, 0.42% hits; recombinant M1AAP, H-Leu-NHMec fluorogenic kinetic assay; higher % means a stronger effect;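 active = primary inhibition above the hit cutoff, then over 50% inhibition at one or more dose response concentrations, cut at about 23% in these data, passing the limit was not always enough; inconclusive = conflicting primary data, or primary hits not chosen for dose response; inactive = low primary inhibition, or under 50% at every dose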;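 also: plate controls were DMSO full reaction for no effect and no enzyme background for full effect; strong numbers were not always called active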
AID2073 – disruptors of CaV2.2 binding to Mint1 – biochemical, HTRF (AID 2073). inhibition, % at 20 µM; hits with a dose series show IC50 in µM. HTRF protein-protein interaction, Mint1-CaV2.2; higher % means a stronger effect. 290,000 compounds, 0.19% hits; in the data active = inhibition mostly above about 51%, no sharp cut-off; inconclusive = no clear call, values can overlap the other calls; inactive = mostly below about 53%; also: some results filed as inactive read as strong as hits
LYP inhibition – PTPN22 lymphoid phosphatase activity blockers – biochemical, fluorescence intensity, uHTS (AID 1779) | recombinant LYP phosphatase, fluorescence intensity; higher % means a stronger effect | inhibition, % at 11.5 µM, or IC50 in µM where a hit was titrated | 290,000 compounds, 0.054% hits;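 also: plate controls were vehicle with enzyme for no effect and no enzyme for full effect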
ER stress rescue – protection against thapsigargin-triggered cell killing – 384-well, CSM14.1, ATP luminescence, primary screen (AID 1222) | CSM14.1 thapsigargin-induced death rescue, ATP luminescence; higher % means a stronger effect | cellular ATP content (survival), % at 20 µM; hits with a dose series show EC50 in µM | 190,000 tested, under 10 active;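 active = EC50 below 50 µM in the dose-response confirmation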;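 also: death triggered by thapsigargin at about 15 µM added after 2 h compound pretreatment; cell ATP read after overnight thapsigargin exposure of roughly 18 to 22 hours; normalized against plate controls of thapsigargin alone and 5% DMSO vehicle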
M17LAP inhibition – P. falciparum M17LAP inhibitors, primary screen, biochemical, fluorogenic H-Leu-NHMec substrate, 1536-well (AID 1619). 220,000 compounds, 0.38% hits. recombinant M17LAP, H-Leu-NHMec fluorogenic kinetic assay; higher % means a stronger effect. inhibition, % at 30 µM; hits with a dose series show IC50 in µM;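 active = compound inhibiting the enzyme by more than half at any dose during confirmatory dose-response retesting; inconclusive = strong single-dose inhibitors picked by rank but not retested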;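 also: plate controls were full reaction with DMSO carrier for no effect and no enzyme background for full effect; strong numbers were not always called active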
Siah-1 displacement – Siah-1 peptide-binding antagonists, primary screen, biochemical, fluorescence polarization, rhodamine-plectin, uHTS (AID 1817) | Siah-1 / rhodamine-plectin peptide fluorescence polarization; higher % means a stronger effect | one-dose displacement, % at 20 µM; IC50 in µM for titrated hits | 290,000 compounds, 0.02% hits;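 active = displacement of at least 50% at 20 µM, with a fluorescence ratio check between 0.3 and a set limit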;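 also: plate controls were Siah plus tracer with DMSO for no effect and tracer alone without Siah for full effect; strong numbers were not always called active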
Hep lipid drop – hepatic lipid droplet formation modulation; inhibition, % at 6.5 µM; 240,000 compounds, 0.4% hits; AML12 mouse hepatocytes, oleate lipid droplets, BODIPY imaging;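 active = lipid droplet intensity inhibited by at least 50%, with more than 500 cells counted; inconclusive = wells with under 300 cells, treated as cytotoxic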
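Technique: fluorescence imaging, 20x objective, two fields per well / Assay system: AML12 hepatocytes (mouse) / Measure: % inhibition of lipid droplet signal / Doses: 6.5 µM single-point dosing / Incubation: overnight exposure / Reagent: 100 µM oleic acid challenge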
NOD2 inhibition – inhibition of NOD2-driven NF-kB reporter – cell-based, luminescence, uHTS, HEK293 (AID 1566). 290,000 compounds, 0.63% hits. one-dose inhibition, % at 4 µM; EC50 in µM for titrated hits. HEK293 NOD2/NF-kB luciferase reporter, luminescence; higher % means a stronger effect; also: many of its hits are not listed in these tables
XIAP displacement – XIAP antagonists, biochemical, IAP family, fluorescence polarization (AID 1018). XIAP BIR domain, fluorescence polarization peptide displacement; higher % means a stronger effect. one-dose displacement, % at 20 µM; IC50 in µM for titrated hits. 200,000 compounds, 0.007% hits; in the data active = displacement above about 50%; also: a part of the inactive calls stands beside numbers as strong as those of hits
Hep lipid drop cells 6.5 µM – also measured in Hep lipid drop; calls as there; cell count; measured here: cell count, cytotoxicity flag;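 cells counted across two imaged fields per well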
Active calls of the source: *; u = inconclusive; x = not tested or not shown. Rule as the data show it, unless noted: active = inhibition above about 50%; inactive = the rest. This is a subset; the hit share may differ from the screen's.

Labels used below – A = P. falciparum M1AAP; B = AID2073; C = LYP inhibition; D = ER stress rescue; E = M17LAP inhibition; F = Siah-1 displacement; G = Hep lipid drop; H = Hep lipid drop cells 6.5 µM; I = NOD2 inhibition; J = XIAP displacement
Cc1ccc(NC(=O)Cc2nc(CCl)cs2)cc1
  A = 4% | B = -12% | C = -9% | D = 5.8% | E = 5% | F = -1% | G = 1 | H = 616 | I = -18% | J = -1.8%
O=C(Nc1ccccc1N1CCN(C(=O)c2ccc(Cl)cc2)CC1)c1cccnc1
  A = 11% | B = 8% | C = 0% | D = 5.9% | E = -1% | F = 2% | G = -5 | H = 784 | I = -4% | J = -3.2%
S=C1NNC2(CC3CC2C2CCCC32)NN1 (stereo not drawn)
  A = -9% | B = -8% | C = -1% | D = 1.4% | E = -8% | F = 8% | G = 0 | H = 699 | I = 7% | J = -7.4%
O=c1[nH]ncc(N/N=C\c2ccncc2)c1Cl
  A = 7% | B = -5% | C = -1% | D = 1.8% | E = 11% | F = 6% | G = 24 | H = 613 | I = 11% | J = -2.9%
COc1ccc(N(CC(=O)N/N=C/c2ccco2)S(=O)(=O)c2ccccc2)cc1
  A = 2% | B = 15% | C = 3% | D = -0.3% | E = 4% | F = -2% | G = 16 | H = 687 | I = -11% | J = -4.8%
COC(=O)CNC(=O)c1ccc(C)s1
  A = 0% | B = -1% | C = -8% | D = -2.7% | E = 4% | F = -4% | G = 8 | H = 830 | I = -12% | J = -2.7%
CC(=O)Nc1ccc2c(c1)CCC2=O
  A = 6% | B = -1% | C = 5% | D = -1.6% | E = 3% | F = -3% | G = 25 | H = 727 | I = 0% | J = -3.7%
NC(=O)CC(NC(=O)c1ccccc1)c1ccc(NCCN2CCOCC2)c([N+](=O)[O-])c1 (stereo not drawn)
  A = x | B = -5% | C = -1% | D = x | E = x | F = 6% | G = -2 | H = 770 | I = -4% | J = x
C/C=C(\C)CN1CCN(c2ccccc2)CC1
  A = 8% | B = 3% | C = -9% | D = 2.4% | E = -4% | F = 2% | G = -8 | H = 726 | I = 4% | J = -13%
O=C(c1cc(=O)c2ccccc2o1)N1CCCc2ccccc21
  A = -16% | B = -5% | C = 4% | D = -0.5% | E = 4% | F = 0% | G = x | H = x | I = 11% | J = -6.7%
CC(Nc1cccc2ccccc12)C(=O)N/N=C/c1ccc([N+](=O)[O-])cc1 (stereo not drawn)
  A = 12% | B = 31% | C = -4% | D = -0.3% | E = 12% | F = 0% | G = -12 | H = 641 | I = 9% | J = -18%
CCn1c(C)csc1=NC(=O)c1ccccc1O
  A = 9% | B = 18% | C = 1% | D = x | E = 27% | F = -5% | G = 10 | H = 705 | I = -30% | J = 0.7%
COc1cccc(/C=C2/NC(=O)N(CC(=O)Nc3ccc(C)cc3)C2=O)c1OCc1cccc(C(=O)O)c1
  A = x | B = 30% | C = 8% | D = x | E = x | F = 5% | G = -1 | H = 793 | I = 8% | J = x
O=C(CN1C(=O)NC2(CCOc3ccccc32)C1=O)c1ccc(Br)cc1 (stereo not drawn)
  A = x | B = 10% | C = -14% | D = x | E = x | F = -1% | G = 66* | H = 695* | I = 2% | J = x
O=C(Cc1c(C(=O)O)[nH]c2ccccc12)Nc1ccc2c(c1)OCO2
  A = 13% | B = 0% | C = -6% | D = -1.8% | E = 33% | F = -2% | G = x | H = x | I = 15% | J = -8.3%
CC(C(=O)Nc1ccc(Cl)cc1Cl)N1C(=O)NC2(CCCC2)C1=O (stereo not drawn)
  A = x | B = -4% | C = -10% | D = x | E = x | F = -1% | G = 0 | H = 789 | I = -2% | J = x
CC(NC(=O)CCSCc1ccccc1F)c1ccccc1 (stereo not drawn)
  A = x | B = 10% | C = -5% | D = x | E = x | F = -5% | G = 4 | H = 819 | I = -2% | J = x
COCC1CCCCN1Cc1cn(-c2ccccc2)nc1-c1ccc2c(c1)OCO2 (stereo not drawn)
  A = x | B = 15% | C = -8% | D = -1.6% | E = x | F = 10% | G = 19 | H = 717 | I = 14% | J = -4.8%
Cc1ccc(C(=O)NCCc2nnc(SCC(=O)Nc3nc(-c4ccccc4)cs3)n2C)cc1
  A = -2% | B = 10% | C = -10% | D = -3.1% | E = -14% | F = -2% | G = -3 | H = 700 | I = -21% | J = -1.2%
C=CCn1c(-c2cccc(OC)c2)nc2nc3ccccc3nc21
  A = 11% | B = u | C = 3% | D = -0.3% | E = 29% | F = 0% | G = x | H = x | I = -27% | J = -2.4%
O=C1CCc2cc(S(=O)(=O)NCCC(=O)NC3CCN(Cc4ccccc4)CC3)ccc2N1
  A = 1% | B = -2% | C = -8% | D = 0.2% | E = 8% | F = 4% | G = x | H = x | I = 7% | J = -6.2%
O=C(CCSc1nc(-c2ccc3c(c2)OCO3)cc(C(F)(F)F)n1)NCc1ccco1
  A = 16% | B = 10% | C = 1% | D = -0.7% | E = 8% | F = -1% | G = x | H = x | I = -1% | J = -1.5%

Nine entries from above, with values under each structure.
Value order: P. falciparum M1AAP, AID2073, LYP inhibition, ER stress rescue, M17LAP inhibition, Siah-1 displacement, Hep lipid drop, Hep lipid drop cells 6.5 µM, NOD2 inhibition, XIAP displacement
Cc1ccc(NC(=O)Cc2nc(CCl)cs2)cc1
→ 4%, -12%, -9%, 5.8%, 5%, -1%, 1, 616, -18%, -1.8%
O=C(Nc1ccccc1N1CCN(C(=O)c2ccc(Cl)cc2)CC1)c1cccnc1
→ 11%, 8%, 0%, 5.9%, -1%, 2%, -5, 784, -4%, -3.2%
S=C1NNC2(CC3CC2C2CCCC32)NN1 (stereo not drawn)
→ -9%, -8%, -1%, 1.4%, -8%, 8%, 0, 699, 7%, -7.4%
O=c1[nH]ncc(N/N=C\c2ccncc2)c1Cl
→ 7%, -5%, -1%, 1.8%, 11%, 6%, 24, 613, 11%, -2.9%
COc1ccc(N(CC(=O)N/N=C/c2ccco2)S(=O)(=O)c2ccccc2)cc1
→ 2%, 15%, 3%, -0.3%, 4%, -2%, 16, 687, -11%, -4.8%
COC(=O)CNC(=O)c1ccc(C)s1
→ 0%, -1%, -8%, -2.7%, 4%, -4%, 8, 830, -12%, -2.7%
CC(=O)Nc1ccc2c(c1)CCC2=O
→ 6%, -1%, 5%, -1.6%, 3%, -3%, 25, 727, 0%, -3.7%
NC(=O)CC(NC(=O)c1ccccc1)c1ccc(NCCN2CCOCC2)c([N+](=O)[O-])c1 (stereo not drawn)
→ x, -5%, -1%, x, x, 6%, -2, 770, -4%, x
C/C=C(\C)CN1CCN(c2ccccc2)CC1
→ 8%, 3%, -9%, 2.4%, -4%, 2%, -8, 726, 4%, -13%
